EphB4 antag: EphB4-ephrin-B2 interaction antagonists, primary screen, biochemical, TNYL-RAW peptide probe, fluorescence polarization | Ephrin type-B receptor 4 (Homo sapiens), P54760 | EphB4 LBD / TNYL-RAW-Alexa532 peptide | inhibition, % at 7 µM | 0.15% of 97,000 active | AID 720, 2007;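 active = inhibition above the screen-wide mean inhibition plus 3 SD, cut at about 15% in these data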;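 note: 0% = DMSO wells and 100% = excess unlabeled TNYL-RAW peptide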
LYP inh 2: PTPN22 phosphatase inhibitors, primary screen, biochemical, DiFMUP fluorescence, 2 µM; Tyrosine-protein phosphatase non-receptor type 22 (Homo sapiens), Q9Y2R2; recombinant LYP catalytic domain; inhibition, % at 2 µM; 0.21% of 96,000 active;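 active = inhibition at 2 µM at or above a set limit, the screen mean plus 3 SD, cut at about 24% in these data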;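 note: 0% = DMSO with enzyme and 100% = enzyme fully blocked by orthovanadate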
Target sequence (Q9Y2R2 whole entry, looked up, the tested form may be a part): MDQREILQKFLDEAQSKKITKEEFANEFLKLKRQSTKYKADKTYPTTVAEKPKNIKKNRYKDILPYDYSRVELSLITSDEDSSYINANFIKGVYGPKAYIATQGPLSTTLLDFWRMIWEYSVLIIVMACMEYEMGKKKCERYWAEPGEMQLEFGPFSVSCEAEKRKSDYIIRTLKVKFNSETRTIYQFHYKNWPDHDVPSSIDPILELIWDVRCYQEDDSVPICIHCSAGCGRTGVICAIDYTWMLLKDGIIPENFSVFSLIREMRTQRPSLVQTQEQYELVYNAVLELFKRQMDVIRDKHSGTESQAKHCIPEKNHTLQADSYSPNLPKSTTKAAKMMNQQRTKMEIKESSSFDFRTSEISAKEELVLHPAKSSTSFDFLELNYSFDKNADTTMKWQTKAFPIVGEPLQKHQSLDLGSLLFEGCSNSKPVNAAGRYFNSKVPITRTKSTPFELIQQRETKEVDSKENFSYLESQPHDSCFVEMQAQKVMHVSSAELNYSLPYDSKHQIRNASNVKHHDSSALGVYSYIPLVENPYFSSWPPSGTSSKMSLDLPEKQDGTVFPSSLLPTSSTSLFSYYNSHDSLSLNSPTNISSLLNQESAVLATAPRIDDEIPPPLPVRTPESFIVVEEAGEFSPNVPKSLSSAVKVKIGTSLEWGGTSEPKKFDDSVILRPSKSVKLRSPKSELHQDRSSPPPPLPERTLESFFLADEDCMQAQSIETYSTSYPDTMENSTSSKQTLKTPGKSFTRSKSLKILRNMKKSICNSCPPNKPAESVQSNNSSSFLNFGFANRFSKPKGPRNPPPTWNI
PostGolgi yeast: phenotypic screen on post-Golgi transport, primary screen. post-Golgi transport phenotypic cell assay. inhibition, % at 10 µM. 0.9% of 98,000 active. AID 739, 2007;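 note: yeast cells grown in 1536-well plates; yeast grown about 18 h at 30C before absorbance read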
S1P2 antag: human S1P2 receptor antagonists, primary screen, cell-based; Sphingosine 1-phosphate receptor 2 (Homo sapiens), O95136; cell-based S1P2 antagonist assay, inhibition at 5 uM; inhibition, % at 5 µM; 0.21% of 97,000 active; AID 736, 2007; in the data active = inhibition above about 45%;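 note: CRE beta-lactamase reporter cells expressing human S1P2 stimulated with S1P; 0% = agonist at EC80 alone and 100% = agonist plus reference antagonist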
FAK blocker: FAK kinase inhibitors, primary screen, biochemical; Focal adhesion kinase 1 (Homo sapiens), Q05397; biochemical FAK kinase activity assay; inhibition, %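 (tested at 7 µM)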; 0.84% of 97,000 active; AID 727, 2007; in the data active = inhibition above about 19%;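 note: 0% = DMSO and 100% = reference compound high control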
Rev-RRE block: HIV-1 Rev-RRE binding inhibitors, primary screen, biochemical, FRET, protein-RNA interaction; P05866; 0.79% of 97,000 active; Rev peptide-RRE RNA binding; inhibition, % at 8 µM;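 active = inhibition above the screen-wide mean plus 3 SD, cut at about 35% in these data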;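 note: 0% = median DMSO wells and 100% = median Neomycin B control wells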
Target sequence (P05866 whole entry, looked up): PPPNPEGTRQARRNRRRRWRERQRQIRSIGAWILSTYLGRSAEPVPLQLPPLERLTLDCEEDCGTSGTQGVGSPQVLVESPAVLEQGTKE
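Probe or stimulus: fluorescein-Rev peptide as binding partner; assay system: Cy5-tagged RRE RNA duplex with fluorescein-tagged Rev peptide; timing: 5 min compound–RNA preincubation, then 15 min with peptide, 25 °C; medium: HEPES pH 7.5 buffer with KCl, MgCl2, NaCl and EDTA; signal: fluorescein-to-Cy5 FRET, 480 nm excitation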
S1P2 ag: S1P2 receptor agonists, primary screen, cell-based | S1P2-expressing cell line, agonist reporter read-out | activation, % at 4.5 µM | 0.46% of 97,000 active; in the data active = activation above about 16%;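 note: 0% = vehicle low control and 100% = maximal reference agonist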
LYP act: LYP phosphatase activators, primary screen, biochemical, DiFMUP fluorescence, 2 µM; Tyrosine-protein phosphatase non-receptor type 22 (Homo sapiens), Q9Y2R2; recombinant LYP; 0 = plate median, 100 = signal doubled; activation, % at 2 µM; 0.11% of 96,000 active; AID 697, 2007;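 active = activation at 2 µM above a set limit, the mean plus 5 SD, cut at about 37% in these data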
PostGolgi ctrl: growth inhibition of yeast control strain, primary screen, counter-screen for post-Golgi transport modulator project. inhibition, % at 10 µM. AID 738, 2007. 5% of 98,000 active. efflux-deficient yeast background strain, growth absorbance A615, 16 h
* = called active by the depositor; / = not tested or not shown. Cut-off read from the data, not from the text of the source, unless noted: active = inhibition above about 30%; inactive = the rest.

SMILES | EphB4 antag | LYP inh 2 | PostGolgi yeast | S1P2 antag | FAK blocker | Rev-RRE block | S1P2 ag | LYP act | PostGolgi ctrl
COC(=O)c1cccc(N2C(=O)C3CC=CCC3C2=O)c1 (stereo not drawn) | -4 | 2 | / | -30 | 1 | -2 | 0 | -2 | /
N#Cc1cc(N)c(Nc2ccccc2)cc1C#N | -3 | 9 | 3 | 0 | 7 | 3 | -1 | -12 | 25
CC(=O)c1ccc(NS(=O)(=O)Cc2ccc(Cl)cc2)cc1 | 3 | 3 | 22 | -4 | -2 | 6 | -8 | -2 | 6
COC(=O)c1c(-n2c(C)cc(C=O)c2C)sc2c1CCCC2 | -9 | -10 | -1 | -6 | 2 | -3 | -5 | 12 | 23
CCCCCCC(C)n1[nH]c(=O)c2c(C)cc(=O)[nH]c21 (stereo not drawn) | 4 | -1 | 8 | 12 | 3 | 1 | -1 | -1 | 1
CCOC(=O)CCc1c(C)n(CC)c2cc(-c3ccccc3OC)nn2c1=O | 1 | -14 | 6 | 18 | -1 | 3 | -2 | 14 | 8
COC(=O)c1ccc(NC(=S)NC2CCCCC2)cc1 | 6 | -33 | 1 | 15 | -5 | -1 | -7 | 38* | 2
O=C(COC(=O)CCC1CCCC1)Nc1ccc(Cl)cn1 | -7 | -6 | 0 | 14 | 2 | 5 | -4 | 8 | -2
COc1ccc(OC)c(-c2cc(C(=O)NCCN3CCOCC3)no2)c1 | -6 | -13 | 2 | -10 | 1 | -1 | -2 | 10 | 0
O=C(Cn1ncc2c1-c1ccccc1OC2)Nc1nc2ccccc2s1 | 7 | 5 | -10 | -3 | 8 | 13 | -5 | -7 | 47*
COC(=O)c1[nH]c(=O)c2ccccc2c1OCc1ccccc1 | 0 | -11 | -1 | 6 | 2 | 5 | -6 | 9 | 7
c1ccc(N2CCN(c3nc4cc5c(cc4s3)OCCO5)CC2)cc1 | 0 | 8 | 0 | 9 | 0 | 4 | -5 | -7 | 5
O=C(COc1ccc(C(=S)N2CCOCC2)cc1)N1CCCC1 | 4 | 2 | 5 | 9 | 7 | 4 | -9 | -5 | -6
OC1CCN(c2c3c(nc4cc(-c5ccc(Cl)cc5)nn24)CCC3)CC1 | 6 | 7 | / | 0 | -2 | 10 | 0 | -7 | /
CCOC(=O)CCc1c(C)c2ccc(OCc3cc([N+](=O)[O-])ccc3OC)cc2oc1=O | -10 | 2 | 3 | -12 | 0 | -6 | -4 | 2 | 4
CCOC(=O)C1=C(Cc2ccc(C)cc2)C(=O)c2ccccc2C1=O | -2 | 3 | -7 | 9 | 0 | -86 | -1 | -3 | 3
CC(=O)c1cc(F)c(N2CCCCCC2)cc1C | -3 | 8 | / | -3 | 1 | 12 | -5 | -8 | /
COc1ccc(CC(=O)NNC(=S)Nc2ccccc2)cc1Br | 2 | 2 | -4 | 0 | -2 | 0 | -10 | 4 | -4
CCOc1ccccc1NC(=O)C1CCN(S(=O)(=O)c2cccc3cccnc23)CC1 | / | -6 | -1 | / | / | / | / | 5 | 6
Nc1c(-c2ccc(Cl)cc2)nnn1-c1ccccc1 | -1 | -12 | -5 | 0 | -1 | 5 | -3 | 10 | 1
CN1C(=O)/C(=C2\SC(N3CCCCCC3)=NC2=O)c2ccccc21 | 0 | 8 | 6 | -20 | 1 | 18 | -4 | -6 | 42*
O=C(NC1CS(=O)(=O)CC1NCc1ccco1)c1ccccc1 (stereo not drawn) | -5 | -4 | 2 | 0 | -1 | 6 | -2 | 2 | -5
CCOC(=O)/C(C#N)=C/c1cc(C)n(-c2ccc(Br)cc2)c1C | 3 | 2 | -4 | -9 | -2 | 7 | -4 | -3 | 8
Cc1cc(SCC(=O)N/N=C/c2ccc(O)c(O)c2O)c(C)cc1Br | 0 | 57* | 3 | -5 | 1 | 11 | -6 | -57 | 18
CCOC(=O)C1=C(C)N(C)C(C)=C(C(=O)OCC)C1c1ccccc1 | 0 | 6 | / | -13 | -1 | -1 | -2 | -7 | /

Additional records:
SMILES | EphB4 antag | LYP inh 2 | PostGolgi yeast | S1P2 antag | FAK blocker | Rev-RRE block | S1P2 ag | LYP act | PostGolgi ctrl
COc1ccc(N(C(=O)CNC(=O)c2ccco2)C(C(=O)NC2CCCCC2)c2ccco2)cc1 (stereo not drawn) | 8 | 4 | 9 | -3 | -1 | 2 | -4 | -4 | 21
N/C(COc1ccc(F)cc1)=N\NC(=O)c1cccnc1Oc1ccccc1 | 0 | 0 | 0 | -2 | -1 | 5 | -4 | -2 | 1
CCn1c(SCc2nnc(-c3ccccc3)o2)nnc1-c1ccc(S(=O)(=O)N2CCCC2)cc1 | 0 | 9 | 2 | 10 | -1 | 3 | -3 | -10 | 1
Cc1ccccc1NC(=O)c1cccc(Cn2cc(Br)c([N+](=O)[O-])n2)c1 | -3 | -8 | 1 | 0 | -5 | 4 | -3 | 12 | 15
Cc1csc(SCc2ccccc2C(=O)O)n1 | -11 | -6 | 14 | 25 | -2 | 3 | -13 | 3 | 6
COc1ccc(-c2c(C#N)c(SCC(N)=O)nc3c2CCCC3)cc1 | 2 | -6 | / | -20 | -1 | 8 | 2 | 5 | /
O=C(CCSc1ccccc1)Nc1ccc(S(=O)(=O)N2CCOCC2)cc1 | 6 | 8 | -9 | -18 | 1 | 3 | 0 | -8 | 17
COc1ccc(C(=O)NN2C(=O)C3CCC(C)(C2=O)C3(C)C)cc1 (stereo not drawn) | 0 | 1 | -4 | 2 | -8 | 3 | -6 | 2 | 5
Cc1ccc2[nH]c(=O)c(CN(CCO)Cc3nnnn3CCc3ccccc3)cc2c1 | 9 | -17 | 22 | 15 | 1 | 6 | -5 | 14 | 4
Cc1cc(C)c2c(-n3cccc3)nn(C)c2n1 | -4 | -1 | 15 | -1 | -4 | 0 | -5 | 4 | 7
CCC(C)NS(=O)(=O)c1ccc(S(=O)(=O)N2CCCC3(CCCCC3)C2)cc1 (stereo not drawn) | 5 | 0 | -5 | 30 | 0 | 8 | -9 | 1 | 5
N#Cc1ccc(-c2ccc(Cl)cc2)nc1Oc1ccc(F)cc1 | 3 | 11 | 1 | 43 | -9 | 8 | -4 | -8 | 9
NC(=O)C1CCN(CC(=O)c2c[nH]c3ccc(F)cc23)CC1 | 8 | 1 | 0 | 4 | 1 | 11 | -5 | -5 | 2
CCOC(=O)c1cnc2ccc(OCC)cc2c1N1CCN(C)CC1 | -2 | -16 | 2 | -2 | 2 | 3 | -4 | 13 | 9
CCCn1c(SCC(=O)Nc2ccccc2N2CCOCC2)nc2c1c(=O)n(C)c(=O)n2C | 2 | -5 | / | -16 | -2 | 12 | -10 | 6 | /
CCCC(=O)Nc1c2c(nn1-c1ccc(OC)cc1)CS(=O)(=O)C2 | 9 | -10 | 12 | 16 | -6 | 8 | -12 | 8 | 5
COc1ccc(C(=O)NNC(=O)CSc2nnc(COc3ccccc3)n2C)cc1 | -6 | 1 | -13 | 4 | -3 | -1 | -1 | 3 | 4
CCn1c(SCc2ccccc2)nnc1C1CCN(S(=O)(=O)c2ccc(OC)cc2)CC1 | 10 | 13 | -3 | 23 | 0 | 12 | -5 | -9 | 8
CCOc1ccc(-c2nnn(CCC(=O)O)n2)cc1OC | -4 | 1 | -1 | 13 | -4 | 0 | -6 | -5 | -2
CN(C(=O)CSc1nc(-c2ccc(F)cc2)cs1)C1CCS(=O)(=O)C1 (stereo not drawn) | 4 | -2 | -5 | 23 | -2 | 9 | -3 | 0 | -3
Cc1ccc(Nc2nc3c(s2)CCC3)c(C)c1 | -2 | -13 | / | -14 | 0 | -1 | -1 | 10 | /
COCCNS(=O)(=O)c1ccc2c(c1)oc(=O)c1cc(S(=O)(=O)NCCOC)ccc12 | 0 | 6 | 4 | 0 | -1 | 3 | -4 | -8 | 6
CC(C)N=C(NC#N)SCc1ccccc1 | 2 | 0 | 13 | 23 | 6 | 5 | -10 | -4 | 10
COc1ccc(CCNC(=O)c2ccc(=O)[nH]n2)cc1OC | 1 | -4 | -6 | 7 | 3 | 8 | -5 | 2 | 7
Cc1ccc(NC(=O)c2ccc(-c3nn(C)c(=O)c4ccccc34)cc2)c(C)c1 | -1 | -8 | -4 | -10 | 3 | 1 | -6 | 9 | 41*

More results follow.
SMILES | EphB4 antag | LYP inh 2 | PostGolgi yeast | S1P2 antag | FAK blocker | Rev-RRE block | S1P2 ag | LYP act | PostGolgi ctrl
COC(=O)c1ccccc1N1C(=O)[C@@H]2C(c3ccc(Br)cc3)=NO[C@@H]2C1=O | 5 | -2 | 3 | 5 | -3 | 10 | -7 | 1 | 3
CCOC(=O)CCC(NC(=O)c1ccc(NCN2C(=O)CCC2=O)cc1)C(=O)OCC (stereo not drawn) | 3 | 4 | 12 | -6 | 0 | 2 | -2 | -4 | -7
CC1(C)CC(=O)c2cc3c(N)c(C(=O)NCc4ccccc4)sc3nc2C1 | -4 | 1 | -15 | 10 | -5 | -7 | -4 | 2 | 6
CCCc1nc2ccccc2c(=O)n1/N=C/c1c(C)[nH]n(-c2ccc(C)cc2)c1=O | 2 | -10 | -3 | 18 | 0 | 8 | -3 | 10 | 0
CCn1c(SCc2cccc(C)c2)nnc1-c1ccccc1 | 8 | 9 | 8 | -9 | -8 | 0 | -5 | -6 | 13
O=C(Oc1cccc2c(OC(=O)N3CCCC3)cccc12)N1CCCC1 | -3 | 3 | / | -1 | -2 | 5 | -5 | -1 | /
COCCOc1cc(Nc2nnc(C(F)(F)F)s2)c(Cl)cc1Cl | 1 | -13 | 21 | -18 | -1 | 14 | -1 | 14 | 32*
CCOC(=O)C1=C(O)CCn2c1nc1ccccc12 | -6 | -15 | -12 | 0 | -4 | 6 | -6 | 12 | -3
COC(=O)CSc1cc(C(F)(F)F)nc(-c2ccccn2)n1 | -15 | -1 | 15 | -9 | 1 | -2 | -7 | 4 | 0
Cc1cc(NC(=O)C23CCC(C)(C(=O)O2)C3(C)C)no1 (stereo not drawn) | 5 | -3 | 6 | -6 | 0 | 11 | 1 | 2 | -2
Cc1cc(C)nc(-n2nc(C)cc2NC(=O)c2ccc(Br)o2)n1 | 4 | 6 | / | -5 | 20* | 4 | -4 | -3 | /
NC(=O)Cn1c2[n+](c3ccccc31)CC(O)CS2 (stereo not drawn) | 3 | 3 | -7 | 0 | 2 | 9 | 0 | -4 | 6
COc1nnc(-c2ccc(C)c(S(=O)(=O)NCCO)c2)c2ccccc12 | 8 | 6 | -2 | 16 | 5 | 7 | -3 | -4 | 16
O=S1(=O)CC(O)C(NCc2ccco2)C1 (stereo not drawn) | -1 | -1 | -1 | 3 | 1 | 5 | -4 | 1 | 0
CCN1C(=O)c2cccc3c(NC(=O)C4CCCCC4)ccc1c23 | -3 | 1 | 1 | 14 | 0 | 15 | -1 | -1 | 14
CCCNc1nc(-c2ccccc2)c(C(=O)OCC)cc1C#N | -2 | 7 | -9 | -19 | 1 | 1 | -1 | -4 | 19
O=C(O)c1oc2ccc(Br)cc2c1-n1cccc1 | 14 | -5 | / | 13 | -3 | 9 | -4 | 2 | /

Structures shown so far with a CF3 group, in the order listed:
SMILES | EphB4 antag | LYP inh 2 | PostGolgi yeast | S1P2 antag | FAK blocker | Rev-RRE block | S1P2 ag | LYP act | PostGolgi ctrl
COCCOc1cc(Nc2nnc(C(F)(F)F)s2)c(Cl)cc1Cl | 1 | -13 | 21 | -18 | -1 | 14 | -1 | 14 | 32*
COC(=O)CSc1cc(C(F)(F)F)nc(-c2ccccn2)n1 | -15 | -1 | 15 | -9 | 1 | -2 | -7 | 4 | 0
